NTR1 agonist: agonists of NTR1, primary screen, imaging, U2OS cells, beta-arrestin-GFP, high content (AID 493036); Neurotensin receptor type 1 (Homo sapiens), P30989; NTR1-U2OS beta-arrestin-GFP spot imaging, agonist mode; activation, % at 20 µM; 330,000 compounds, 0.17% hits;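 active = activation at or above 40% of the spot to cytoplasm intensity ratio, with at least 20 cells analyzed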;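 also: 0% = DMSO without peptide and 100% = 100 nM NTR1 peptide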
Target sequence (P30989 whole entry, looked up): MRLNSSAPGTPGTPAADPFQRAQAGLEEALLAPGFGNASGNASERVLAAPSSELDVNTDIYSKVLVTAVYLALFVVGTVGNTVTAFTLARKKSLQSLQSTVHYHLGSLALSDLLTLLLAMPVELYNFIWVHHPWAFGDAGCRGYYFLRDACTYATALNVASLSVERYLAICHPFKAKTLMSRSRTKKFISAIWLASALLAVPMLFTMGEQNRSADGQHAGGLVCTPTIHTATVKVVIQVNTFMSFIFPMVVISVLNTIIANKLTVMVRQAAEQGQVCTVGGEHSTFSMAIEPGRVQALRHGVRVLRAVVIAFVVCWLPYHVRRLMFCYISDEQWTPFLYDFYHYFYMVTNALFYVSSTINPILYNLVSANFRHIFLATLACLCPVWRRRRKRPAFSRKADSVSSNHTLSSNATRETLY
T cell modulator: modulators of CD8 T cell-vesicle binding, primary screen, mouse 2C CD8+ T cells, flow cytometry; 2C CD8+ T cell-vesicle binding; hits give low values; calls only at 7 µM; 330,000 compounds, 0.068% hits;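 active = response, share of CD8 T cells binding vesicles, and their 90th percentile fluorescence all below set limits, cut at about 80% in these data, passing the limit was not always enough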
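Read-out – percent CD8+ FL2 mean versus row control · System – murine 2C transgenic CD8+ T lymphocytes · Times – 1.5 h cell–vesicle binding at 37 °C, then 20 min icy labelling · Control set – naked vesicles low, QL9 vesicles with vehicle high · Detection – cytometric PE anti-B7-1 and Alexa647 anti-CD8 signals after 1% paraformaldehyde fixation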
PhoP inhibition: inhibitors of PhoP regulon expression, primary screen, Salmonella Typhimurium, GFP reporter (AID 1863) | S. Typhimurium PhoP-regulated promoter GFP reporter, 4 h; higher % means a stronger effect | inhibition, % at 50 µM; hits with a dose series show IC50 in µM | 300,000 compounds, 0.16% hits;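 active = inhibition over 29.93%, a cutoff 3 SD above the screen mean, later confirmed by dose response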;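 also: 0% = low Mg2+ inducing control and 100% = high Mg2+ repressing control; strong numbers were not always called active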
GPR55 antagonists: GPR55 antagonists blocking LPI-driven arrestin recruitment, primary screen, imaging, U2OS, beta-arrestin-GFP, LPI agonist (AID 2013). 290,000 compounds, 0.13% hits. inhibition, % at 10 µM, or IC50 in µM where a hit was titrated. U2OS GPR55 beta-arrestin-GFP translocation imaging, LPI antagonism; higher % means a stronger effect. G-protein coupled receptor 55 (Homo sapiens);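 active = spots per cell inhibited over 60%, with over 100 cells counted and total cytoplasm intensity under 500,000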;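 also: U2OS cells stably carrying GPR55 and arrestin-GFP stimulated by 5 µM LPI near EC80; imaged beta-arrestin-GFP aggregate spots per cell after agonist stimulation; plate controls were LPI-stimulated DMSO wells for no effect and DMSO wells without LPI for full effect; some results filed as inactive read as strong as hits; confirmed hits need IC50 under 10 µM and bright autofluorescent wells are also inconclusive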
West Nile virus CPE: West Nile virus antiviral activity, cell-based, CPE readout (AID 1621). CPE inhibition, % at 10 µM, or IC50 in µM where a hit was titrated. 290,000 compounds, 0.02% hits. West Nile virus-infected cells, CPE inhibition; higher % means a stronger effect; in the data active = a potency from the dose series; also: strong numbers were not always called active
GPR35 arrestin U2OS: GPR35 antagonists blocking zaprinast-driven arrestin recruitment, primary screen, imaging, U2OS, beta-arrestin-GFP, zaprinast agonist (AID 2058) | U2OS GPR35 beta-arrestin-GFP translocation imaging, zaprinast antagonism; higher % means a stronger effect | one-dose inhibition, % at 10 µM; IC50 in µM for titrated hits | 290,000 compounds, 0.052% hits | G-protein coupled receptor 35 (Homo sapiens);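 active = inhibition of at least 50% with at least 30 cells and total cytoplasm GFP at most 10,000,000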
GPR55 beta-arrestin: GPR55 agonists via beta-arrestin recruitment, primary screen, imaging, U2OS cells, beta-arrestin-GFP redistribution (AID 1961); 290,000 compounds, 0.048% hits; U2OS GPR55 beta-arrestin-GFP redistribution imaging; higher % means a stronger effect; one-dose activation, % at 10 µM; EC50 in µM for titrated hits; G-protein coupled receptor 55 (Homo sapiens);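 active = activation above 40% with more than 50 cells counted in the well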;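 also: U2OS osteosarcoma cells stably expressing GPR55 and beta-arrestin-GFP; plate controls were DMSO negative control for no effect and LPI positive control for full effect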
KOR beta-arrestin-1: KOR agonists, beta-arrestin recruitment, primary screen, cell-based, luminescence, uHTS (AID 1777); Kappa-type opioid receptor (Homo sapiens); one-dose activation, % at 10 µM; EC50 in µM for titrated hits; KOR beta-arrestin recruitment, luminescence; higher % means a stronger effect; 280,000 compounds, 0.02% hits; in the data active = activation above about 50%, passing the limit was not always enough; also: a part of the inactive calls stands beside numbers as strong as those of hits
KOR beta-arrestin-2: KOR antagonists, beta-arrestin recruitment, cell-based, luminescence, uHTS (AID 1778) | 290,000 compounds, 0.091% hits | inhibition, % at 10 µM, or IC50 in µM where a hit was titrated | KOR beta-arrestin recruitment, luminescence, antagonist mode; higher % means a stronger effect; in the data active = inhibition above about 50%; also: strong numbers were not always called active
T cell modulator vesicle-bound %: recorded beside T cell modulator, whose call it bears; double positive events, %; measured here: CD8+ vesicle-bound cell fraction;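 binding gate set so that unloaded-vesicle control wells show 10% double positive cells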
NTR1 agonist cell count 20 µM: recorded beside NTR1 agonist, whose call it bears; cell count; measured here: cell count, cytotoxicity flag
Starred values were filed as active, the others as inactive; i = inactive; · = not tested or not shown; [ ] = another dose, or the depositor's remark.

SMILES	NTR1 agonist	NTR1 agonist cell count 20 µM	T cell modulator	T cell modulator vesicle-bound %	PhoP inhibition	GPR55 antagonists	West Nile virus CPE	GPR35 arrestin U2OS	GPR55 beta-arrestin	KOR beta-arrestin-1	KOR beta-arrestin-2
Cc1ccccc1CN1C[C@@H]2C[C@@H](c3cn[nH]c3-c3ccc(F)cc3)N3CCC[C@@]23C1=O	2.0	40	i	63	2%	17%	-0.9%	24%	-0.1%	·	22%[20 µM]
O=C(NCc1cccs1)c1cccnc1C(=O)O	1.9	74	i	14	4%	8%	-0.4%	5%	0.0%	-3.1%	12%
Cc1ccc(NC(=O)c2cc([N+](=O)[O-])ccc2N2CCOCC2)cc1C	2.4	70	i	67	-2%	-3%	-0.6%	3%	-0.1%	8.8%	-2%
O=C(NCc1ccccc1)c1csc2c1CCCCC2	-1.2	69	i	52	2%	13%	-1.1%	6%	-0.1%	3.4%	5%
CCOC(=O)c1sc(N2C(=O)C(O)=C(C(=O)c3ccco3)C2c2ccc(C)o2)nc1C (stereo unspecified)	1.8	51	i	13	3%	-12%	1.4%	-4%	-0.2%	-3.8%	-24%
N#Cc1ccccc1NC(=O)COc1ccc2c(c1)OCO2	0.6	43	i	18	11%	-3%	-0.4%	3%	0.0%	2.7%	-24%
COCCOC(=O)C1=C(C)NC2=C(C(=O)CCC2)C1c1cc2c(cc1Br)OCO2 (stereo unspecified)	1.9	48	i	26	0%	3%	-0.2%	14%	-0.2%	7.7%	10%
O=C(COc1ccc(Cl)cc1)Nc1ccc2c(c1)CCC2	-0.1	60	i	23	1%	-10%	0.4%	-21%	0.4%	1.2%	-3%
CCOc1ccc(S(=O)(=O)N2CCC(C(=O)N3CCCC3)CC2)cc1C	-2.1	52	i	6	0%	-7%	-1.6%	-13%	0.2%	0.0%	-16%
c1ccc2sc(NCC3CCCO3)nc2c1 (stereo unspecified)	0.0	46	i	24	-2%	13%	0.3%	-7%	-0.3%	-0.4%	-7%
NC(=O)CSc1nnc(NC(=O)c2cccc(S(=O)(=O)N3CCCCC3)c2)s1	-0.4	27	i	22	-1%	0%	0.8%	-2%	0.0%	5.1%	5%
CCOC(=O)c1ccc(N2Cc3ccccc3C2)cc1O	6.5	35	·	·	-5%	0%	-0.5%	6%	0.3%	-1.7%	21%
CN(C)/C=C(\C#N)S(=O)(=O)c1ccccc1	2.8	53	i	40	1%	-4%	0.1%	-4%	-0.2%	-5.6%	27%
O=C(O)CN1CCOCCOCCN(CC(=O)O)CCOCCOCC1	·	·	·	·	·	2%	·	-4%	-0.1%	-4.3%	-2%
CCOC(=O)CC1C(=O)NCCN1C(=O)NC1CCCCC1 (stereo unspecified)	-0.7	82	i	2	-6%	-6%	0.6%	9%	0.2%	3.1%	13%
COc1ccc(-c2nc3n(c2C)Cc2ccccc2-3)cc1	-0.2	45	i	4	-3%	-10%	-0.2%	-4%	-0.2%	2.9%	10%
Cc1cc(OCC[N+]2(C)CCCCC2)nc2ccccc12	1.1	49	i	50	-5%	-6%	0.5%	-9%	-0.2%	-6.1%	25%
Cc1nn(Cc2ccc(F)cc2)c(C)c1NC(=O)c1noc2c1CCCCC2	2.3	61	i	12	-3%	17%	1.1%	-5%	0.6%	-3.2%	18%
O=C1c2ccccc2C(=O)N1CCCc1nc2ccccc2c(=O)n1CCCn1ccnc1	0.8	65	i	52	-3%	6%	-0.4%	10%	-0.2%	-3.0%	-21%
NC(=O)C1CCN(C(=O)c2cnn(-c3ccccc3)c2NC(=O)c2cccc(F)c2)CC1	-1.8	52	i	18	2%	1%	0.8%	16%	0.2%	-1.1%	-3%
C[C@@H]1C(=O)O[C@H]2C[C@@]34[C@H]5C[C@@H](C(C)(C)C)[C@]36[C@@H](OC(=O)[C@@H]6O)O[C@@]4(C(=O)O5)[C@]21O	-0.5	72	i	28	-1%	-1%	1.4%	7%	-0.1%	-4.0%	8%
COC(=O)c1cc2nc(-c3ccccc3)cc(C(F)(F)F)n2n1	1.1	47	i	8	3%	9%	-0.5%	1%	-0.2%	0.4%	-29%
O=C(CN1C(=O)/C(=C/c2cccc(Br)c2)SC1=S)NCCCN1CCOCC1	0.1	60	i	59	5%	10%	-0.7%	1%	-0.1%	0.8%	12%
O=C(c1ccccc1)c1nnc(-c2ccccc2F)o1	0.3	84	i	26	2%	7%	-1.1%	-6%	-0.1%	-0.3%	28%
O=C(Nc1ccc(F)cc1)C1C2CCC3C(CCC21)C3(Cl)Cl (stereo unspecified)	2.3	47	i	19	-5%	-3%	0.1%	2%	0.3%	6.5%	-4%

Compound profiles (already shown).
CCOc1ccc(S(=O)(=O)N2CCC(C(=O)N3CCCC3)CC2)cc1C is listed with NTR1 agonist: -2.1; NTR1 agonist cell count 20 µM: 52; T cell modulator: i; T cell modulator vesicle-bound %: 6; PhoP inhibition: 0%; GPR55 antagonists: -7%; West Nile virus CPE: -1.6%; GPR35 arrestin U2OS: -13%; GPR55 beta-arrestin: 0.2%; KOR beta-arrestin-1: 0.0%; KOR beta-arrestin-2: -16%
C[C@@H]1C(=O)O[C@H]2C[C@@]34[C@H]5C[C@@H](C(C)(C)C)[C@]36[C@@H](OC(=O)[C@@H]6O)O[C@@]4(C(=O)O5)[C@]21O is listed with NTR1 agonist: -0.5; NTR1 agonist cell count 20 µM: 72; T cell modulator: i; T cell modulator vesicle-bound %: 28; PhoP inhibition: -1%; GPR55 antagonists: -1%; West Nile virus CPE: 1.4%; GPR35 arrestin U2OS: 7%; GPR55 beta-arrestin: -0.1%; KOR beta-arrestin-1: -4.0%; KOR beta-arrestin-2: 8%

Remaining list, next part
SMILES	NTR1 agonist	NTR1 agonist cell count 20 µM	T cell modulator	T cell modulator vesicle-bound %	PhoP inhibition	GPR55 antagonists	West Nile virus CPE	GPR35 arrestin U2OS	GPR55 beta-arrestin	KOR beta-arrestin-1	KOR beta-arrestin-2
CC(NC(=O)c1ccco1)c1nc(-c2ccc(C(C)(C)C)cc2)no1 (stereo unspecified)	-0.6	49	i	54	10%	9%	-1.5%	6%	-0.2%	-5.7%	15%
CCN(CC)CCCn1c(=S)[nH]c2cc(C(=O)OC)ccc2c1=O	2.1	70	i	54	-1%	-4%	-0.2%	-13%	0.2%	-1.6%	9%
COc1ccc(OC)c(-c2csc(NC(=O)C3=NNC(=O)CC3)n2)c1	3.8	54	i	59	2%	10%	0.2%	3%	0.1%	3.7%	-12%
COc1ccccc1CC(=O)Nc1cc(OC)c(NC(=O)c2ccccc2)cc1OC	0.8	55	i	54	-7%	-15%	-0.3%	-12%	-0.2%	-0.4%	-2%[20 µM]
N#Cc1ccc(-c2nc3ccc(Br)cc3c(=O)n2O)cc1	-0.1	89	i	33	7%	4%	-0.9%	12%	-0.1%	6.3%	8%
O=C(CN1C(=O)COc2ccc(Cl)cc21)N1CCOCC1	-0.1	75	i	4	-5%	-3%	-0.8%	3%	0.4%	-0.2%	-1%
O=C(CCNS(=O)(=O)c1cccc2nsnc12)NCCC1=CCCCC1	-1.5	70	i	52	10%	2%	-0.1%	-2%	0.0%	-1.9%	17%
CCCn1c(O)c(N=NC(=O)c2cccnc2)c2cc(Br)ccc21	2.2	59	i	34	-5%	1%	-1.1%	-6%	0.1%	4.0%	-24%
COc1cccc(C2/C(=C(/O)c3ccc4c(c3)CC(C)O4)C(=O)C(=O)N2CCCn2ccnc2)c1 (stereo unspecified)	1.3	60	i	13	9%	-14%	-0.2%	8%	-0.1%	-5.9%	12%
CC1CCN(c2ccc(C(=O)N3CCOCC3)cc2[N+](=O)[O-])CC1	1.7	42	i	24	3%	25%	-0.3%	6%	0.3%	-0.4%	-1%
CCOc1cc(C)c(C(C)C)cc1S(=O)(=O)NCc1ccccn1	0.3	75	i	53	-7%	6%	-0.6%	-10%	0.0%	-5.3%	20%
O=C(Nc1ccc2oc(=O)ccc2c1)c1ccccc1[N+](=O)[O-]	0.9	41	i	12	0%	-1%	0.0%	4%	0.7%	-1.8%	4%
Cc1ccc(OCc2nnc(NC(=O)c3ccco3)s2)cc1	0.8	38	i	32	-17%	-8%	-0.2%	-6%	0.2%	0.9%	-14%
CCc1c(C)nc2ncnn2c1N1CCCC(C(=O)NCc2cccs2)C1 (stereo unspecified)	1.1	43	i	51	-5%	12%	-0.9%	17%	-0.1%	·	-44%[20 µM]
COc1cccc2c(=O)c3c(cnn3C)n(C)c12	-0.2	49	i	57	31%	-5%	·	8%	-0.1%	-2.8%	15%
c1ccc(-n2cc(CN3CCC(N4CCOCC4)CC3)c(-c3ccc4c(c3)OCO4)n2)cc1	0.7	24	i	32	5%	1%	0.1%	2%	-0.2%	-8.5%	0%
c1coc(C2Nc3ccccc3-c3nc4ccccc4n32)c1 (stereo unspecified)	3.8	55	i	17	1%	-19%	-0.5%	-8%	0.1%	2.1%	17%

Shown with values under each structure: 7 of the compounds above
Values run as follows: NTR1 agonist, NTR1 agonist cell count 20 µM, T cell modulator, T cell modulator vesicle-bound %, PhoP inhibition, GPR55 antagonists, West Nile virus CPE, GPR35 arrestin U2OS, GPR55 beta-arrestin, KOR beta-arrestin-1, KOR beta-arrestin-2
> COc1ccc(OC)c(-c2csc(NC(=O)C3=NNC(=O)CC3)n2)c1
 : 3.8, 54, i, 59, 2%, 10%, 0.2%, 3%, 0.1%, 3.7%, -12%
> Cc1ccc(OCc2nnc(NC(=O)c3ccco3)s2)cc1
 : 0.8, 38, i, 32, -17%, -8%, -0.2%, -6%, 0.2%, 0.9%, -14%
> COc1ccccc1CC(=O)Nc1cc(OC)c(NC(=O)c2ccccc2)cc1OC
 : 0.8, 55, i, 54, -7%, -15%, -0.3%, -12%, -0.2%, -0.4%, -2%[20 µM]
> O=C(CCNS(=O)(=O)c1cccc2nsnc12)NCCC1=CCCCC1
 : -1.5, 70, i, 52, 10%, 2%, -0.1%, -2%, 0.0%, -1.9%, 17%
> CCc1c(C)nc2ncnn2c1N1CCCC(C(=O)NCc2cccs2)C1 (stereo unspecified)
 : 1.1, 43, i, 51, -5%, 12%, -0.9%, 17%, -0.1%, ·, -44%[20 µM]
> O=C(CN1C(=O)COc2ccc(Cl)cc21)N1CCOCC1
 : -0.1, 75, i, 4, -5%, -3%, -0.8%, 3%, 0.4%, -0.2%, -1%
> N#Cc1ccc(-c2nc3ccc(Br)cc3c(=O)n2O)cc1
 : -0.1, 89, i, 33, 7%, 4%, -0.9%, 12%, -0.1%, 6.3%, 8%
